SIAE inh: blocks human sialic acid acetylesterase | AID 1053197 | Q9HAT2 | SIAE FP-Rh probe binding, fluorescence polarization | inhibition, % at 9.66 µM | 370,000 tested, 0.69% active;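 active means inhibition above a cutoff: mean of compounds within the control limits plus 3 SD of those, cut at about 17% in these data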;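 further: 0% = plate median of compound wells and 100% = probe without SIAE protein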
TDP2 inh: blocks human TDP2 phosphodiesterase activity; O95551; recombinant TDP2, T5PNP hydrolysis, p-nitrophenol absorbance 415 nm; inhibition, % at 12.8 µM; 370,000 tested, 0.34% active; AID 720702;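 active means inhibition above the mean of all tested compounds plus 3 SD, set per campaign, cut at about 25% in these data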;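 further: 0% = DMSO with enzyme and 100% = buffer with substrate but no TDP2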
Target sequence (O95551 whole entry, looked up): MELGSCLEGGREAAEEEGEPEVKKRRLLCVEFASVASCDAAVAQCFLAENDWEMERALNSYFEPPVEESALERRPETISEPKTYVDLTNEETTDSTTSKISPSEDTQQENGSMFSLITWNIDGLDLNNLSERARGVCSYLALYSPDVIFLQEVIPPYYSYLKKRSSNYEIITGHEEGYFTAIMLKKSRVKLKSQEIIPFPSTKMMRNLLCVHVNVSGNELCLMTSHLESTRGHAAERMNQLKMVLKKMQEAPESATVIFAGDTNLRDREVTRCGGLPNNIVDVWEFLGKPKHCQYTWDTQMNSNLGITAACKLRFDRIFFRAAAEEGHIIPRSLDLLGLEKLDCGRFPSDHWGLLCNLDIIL
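System: recombinant human TDP2 / Amount: 120 nM TDP2 per well / Also added: 5 mM T5PNP chromogenic substrate / Doses: 12.8 µM single point, 1% DMSO / Incubation: 2 h at 37 °C / Detection: p-Nitrophenol epi absorbance / Evaluation: % inhibition relative to enzyme-containing and enzyme-free wells / Repeats: singlicate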
LEDGF integ inh: blocks HIV-1 LEDGF/p75-dependent DNA integration. TR-FRET IN-LEDGF/p75 DNA integration, Eu/Cy5. inhibition, % at 3.7 µM. 370,000 tested, 0.64% active. AID 743269;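 active means inhibition above the screen-wide mean plus 3 SD, cut at about 13% in these data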;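 further: signal is the Cy5 over europium emission ratio at 671 and 618 nm; 0% = plate median of compound wells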
ABHD4 inh: inhibitors of mouse ABHD4; 370,000 tested, 0.54% active; purified mABHD4, FP-Rh probe fluorescence polarization; Q8VD66; inhibition, % at 8.92 µM;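 active means inhibition exceeding the mean over every tested compound plus 3 SD, cut at about 30% in these data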;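 further: 0% = plate median of compound wells and 100% = S159A mutant with DMSO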
Target sequence (Q8VD66 whole entry, looked up): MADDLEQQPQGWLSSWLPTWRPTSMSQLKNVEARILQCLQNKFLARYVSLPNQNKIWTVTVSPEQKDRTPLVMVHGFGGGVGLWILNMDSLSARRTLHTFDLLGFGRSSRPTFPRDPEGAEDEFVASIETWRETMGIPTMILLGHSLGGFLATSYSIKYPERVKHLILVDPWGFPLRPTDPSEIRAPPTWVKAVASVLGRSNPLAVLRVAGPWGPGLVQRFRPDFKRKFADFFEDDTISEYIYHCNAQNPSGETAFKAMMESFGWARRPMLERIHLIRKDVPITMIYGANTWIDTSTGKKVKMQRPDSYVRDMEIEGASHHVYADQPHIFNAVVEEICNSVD
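Material: mouse ABHD4 enzyme, wild type; Benchmarks: S159A mutant high control, sample median low control; Buffer or medium: HEPES pH 7.0, NaCl, Pluronic buffer; Signal: fluorescence polarization; Read-out: percent inhibition of probe binding, normalized to plate controls; Timing: pre-incubation 45 min, probe exposure 60 min, at 25 °C; Dosing: 8.92 µM, single dose.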
TCR-CD3 inh: inhibitors of human TCR-CD3 interaction. TAMRA-labeled TCR probe fluorescence, biochemical. inhibition, % at 9.4 µM. 360,000 tested, 0.37% active; in the data active means inhibition above about 19%;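 further: recombinant mutant TCR 2C K166C tagged with TAMRA read by polarization; 0% = receptor in buffer alone and 100% = receptor with positive control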
UHRF1 binding: UHRF1 methyl-DNA binding inhibition; AID 687016; 370,000 tested, 0.75% active; Q96T88; inhibition, % at 4.4 µM; UHRF1 binding to methylated oligo, TR-FRET; in the data active means inhibition above about 21%;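 further: UHRF1 SRA domain binding a hemimethylated CpG hairpin DNA probe; 0% = median of test compound wells and 100% = reference inhibitor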
PRMT1 inh: PRMT1 (human) inhibition, primary screen; Q99873; recombinant PRMT1, activity-based probe fluorescence polarization; inhibition, % at 2.79 µM; 370,000 tested, 1.3% active;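 active means inhibition above about 21% made by adding two undisclosed values, limit read from the data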
Tn7 DDE FP: DD(E)-Tn7 binding inhibition, primary FP screen; P02675; FP displacement of FITC-Tn7 peptide from fibrin DD(E); 0% = median of compound wells per plate; inhibition, % at 8.3 µM; 370,000 tested, 0.13% active;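 active means inhibition above the mean of compounds falling within the control limits plus 3 SD of them, cut at about 14% in these data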;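 further: 0% = plate median of compound wells and 100% = 10 µM Aha-Tn7 peptide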
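Also added: labelled Tn7 tracer, 0.1 µM; Assay system: human fibrin DD(E) protein; Amount: 2 µM fibrin DD(E); Schedule: 10 min compound pre-incubation, 3 h probe incubation at room temperature; Repeats: one replicate per compound; Read-out basis: percent inhibition; Measured by: fluorescence polarization of the labelled Tn7 tracer.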
HTRA1 inhibitor: HTRA1 (human) protease inhibition. Q92743. recombinant HTRA1, FP-rhodamine activity-based probe, fluorescence polarization. 340,000 tested, 0.5% active. inhibition, % at 5.96 µM. AID 504803; in the data active means inhibition above about 36%;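 further: 0% = enzyme with DMSO and 100% = wells lacking enzyme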
PG9 binder: PG9 antibody binding by small molecule. TR-FRET gp120-PG9 antibody binding. inhibition, % at 6.7 µM. 360,000 tested, 0.43% active; in the data active means inhibition above about 8.5%
* hit, by the source's call; · = not tested or not shown.

Every second line gives: SIAE inh | TDP2 inh | LEDGF integ inh | ABHD4 inh | TCR-CD3 inh | UHRF1 binding | PRMT1 inh | Tn7 DDE FP | HTRA1 inhibitor | PG9 binder
[1] O=C(CC(Cc1ccccc1)C(=O)O)Nc1ccc(Cl)c(Cl)c1 (stereo not given)
→ 3 | -5 | 7 | -6 | 1 | -2 | -1 | -8 | -7 | -2.1
[2] CCOc1ccc(NC(=O)C2CCCN(S(=O)(=O)c3c(C)n[nH]c3C)C2)cc1 (stereo not given)
→ -4 | -8 | 0 | -8 | -4 | 0 | 6 | 2 | -9 | 1.0
[3] CS(=O)(=O)N1CCc2cc(C(=O)Nc3ccccc3)ccc21
→ 7 | 9 | 2 | -6 | 7 | 1 | -1 | -4 | 1 | 0.1
[4] COc1cc(S(=O)(=O)NC2CCCCC2)c(C)cc1C
→ -1 | 4 | 0 | 3 | 0 | -1 | -1 | 3 | -2 | -2.1
[5] Cc1ccc(C(=O)NC(=S)NNC(=O)c2ccccc2)cc1
→ 3 | -19 | 6 | -3 | 4 | -5 | -4 | 1 | -5 | 2.4
[6] COc1ccc(Br)cc1/C=C/C(=O)OCC(=O)NCCc1ccc(S(N)(=O)=O)cc1
→ -14 | 5 | -2 | 1 | -2 | 2 | -1 | -7 | -4 | -0.5
[7] COc1ccc(S(=O)(=O)N2CCC(C(=O)Nc3ccc(S(=O)(=O)N4CCCC4)cc3)CC2)cc1OC
→ 1 | -1 | 3 | -9 | 0 | 14 | 2 | -8 | -5 | -2.9
[8] C=CCOC(=O)C1=C[C@@H](c2csc3ccccc23)C[C@@H](OCCCCO)O1
→ 8 | 3 | 1 | -6 | 0 | -1 | 2 | -4 | -34 | -0.8
[9] COc1ccc(N2CCN(C(=O)Cc3cccs3)CC2)cc1
→ 0 | 1 | 1 | -6 | -7 | 2 | 2 | 2 | -2 | 1.2
[10] C#Cc1ccc([C@@H]2C=C(C(=O)NC3CC3)O[C@H](OCCCCO)C2)cc1
→ -1 | -4 | -2 | 2 | 2 | 1 | -1 | -4 | -23 | -1.1
[11] COc1ccc(CCn2c(N3CCN(Cc4ccccc4)CC3)nc3c2c(=O)[nH]c(=O)n3C)cc1
→ 2 | 3 | 5 | 2 | 0 | 3 | 2 | 6 | -3 | -1.7
[12] O=C1NC2(CCCCCC2)C(=O)N1Cc1ccc(Br)cc1
→ -1 | -3 | -3 | 9 | -3 | 12 | 5 | 6 | -6 | 0.4
[13] CCn1c(CC(=O)Nc2ccc(Cl)c(Cl)c2)nnc1SCc1ccc(Cl)cc1
→ 1 | -2 | -4 | -2 | 2 | 2 | 4 | 2 | -3 | -0.5
[14] CC(CCC(=O)O)C1CCC2C3CC(O)C4CC(O)CC[C@]4(C)C3CCC12C (stereo not given in full)
→ -1 | -7 | 3 | 1 | 4 | -1 | -4 | 6 | -1 | 0.5
[15] CC1CC(C)CN(S(=O)(=O)c2ccc3c(c2)n(C)c(=O)c(=O)n3C)C1 (stereo not given)
→ 3 | 4 | 2 | -7 | -3 | -3 | 3 | 6 | -5 | 1.8
[16] COc1cc2c(cc1OC)C1C/C(=N\O)C(CC(C)C)CN1CC2 (stereo not given)
→ 15 | -6 | 1 | 1 | 8 | -2 | -2 | -4 | 7 | 0.0
[17] Cc1ccc(C(=O)COC(=O)c2cc(Cl)ccc2O)cc1[N+](=O)[O-]
→ -1 | 1 | -2 | 5 | 3 | -1 | 1 | 6 | 1 | 1.6
[18] Cc1ccc2c(CNCc3ccccc3)cc(=O)oc2c1
→ 1 | -3 | -2 | 9 | 5 | 2 | -1 | 12 | -12 | -0.7
[19] CN(C)C(=O)c1cccc(-c2cnc3c(NC=O)cc(-c4ccc(C(=O)N5CCOCC5)cc4)cn23)c1
→ -4 | 4 | 1 | -3 | -3 | -7 | 1 | 2 | · | -1.6
[20] COc1ccc(COCC(O)CN2CCC(CN3C(=O)c4cccc5cccc(c45)C3=O)CC2)cc1OC (stereo not given)
→ 6 | -11 | -2 | -3 | 0 | 0 | 1 | 3 | 1 | 1.8
[21] Cc1sc(NC(=O)c2ccccc2)c(C(=O)N2CCN(C)CC2)c1C
→ -3 | -9 | 4 | -4 | -1 | 2 | 2 | -4 | 6 | -4.4
[22] O=C(COC(=O)c1ccccc1Cl)Nc1cccnc1Cl
→ -2 | -4 | -1 | 5 | -5 | -1 | 0 | -3 | 0 | -2.6
[23] CC(C)(C)N1CC2(c3ccccc3)CN(C(C)(C)C)CC(c3ccccc3)(C1)C2=O
→ 2 | -4 | 2 | 6 | 4 | -2 | -3 | -7 | 0 | -0.5
[24] COc1ccccc1N1CCN(S(=O)(=O)CCNC(=O)CCCc2ccccc2)CC1
→ -2 | 3 | 3 | 4 | 5 | -1 | -2 | 3 | -2 | -0.1
[25] CSCCC(NC(=O)/C(=C/c1ccc2c(c1)OCO2)NC(=O)c1cccc([N+](=O)[O-])c1)C(=O)O (stereo not given)
→ 3 | 1 | 0 | -1 | 7 | 0 | -1 | 3 | -2 | -0.8
[26] CN(C)CCP(=O)(c1ccccc1)c1ccccc1
→ 0 | -2 | 2 | -2 | -2 | -2 | -3 | 2 | -7 | -0.8
[27] CN(C)C(=S)NC1CCS(=O)(=O)C1 (stereo not given)
→ -3 | 0 | -1 | 5 | 2 | 1 | 0 | 6 | -5 | -0.5
[28] COc1cc2[nH]c(C(=O)Nc3ccc(F)cc3)cc2c(OC)c1OC
→ 4 | 3 | -2 | 1 | -7 | -1 | 1 | 12 | -10 | 0.0
[29] CCCCCCC1CC(=CN(C)C)C(=O)O1 (stereo not given)
→ 4 | -6 | 3 | -1 | -1 | 0 | -1 | 8 | -5 | -1.1
[30] C=CCn1cnc2c(nnn2-c2ccc(OC)c(OC)c2)c1=O
→ -9 | 2 | 1 | 4 | 7 | 1 | 4 | -4 | 6 | 1.4
[31] CN(C(=O)Nc1ccc(F)cc1)[C@H]1C[C@H]2c3[nH]c4ccccc4c3CCN2C(=O)[C@H]1CO
→ 3 | -2 | 6 | 2 | 11 | 2 | 2 | 2 | -3 | 3.7
[32] CCOc1ccccc1NC(=O)Cn1c(=O)c2ccccc2n(CC)c1=O
→ 5 | 8 | 0 | 0 | -1 | -3 | -4 | 5 | -4 | -0.4
[33] CC(C)=CC(=O)N1CCCC(N2CCN(c3ccc(F)cc3)CC2)C1 (stereo not given)
→ 0 | -12 | -3 | 6 | -3 | 1 | 3 | 3 | 3 | -1.9
[34] CCNC(=O)NC(=O)C(C)SCc1ccccc1C (stereo not given)
→ 7 | -11 | -1 | 3 | -7 | 6 | -2 | -2 | 9 | -1.6
[35] CC(NC(=O)COC(=O)CSc1ccc(F)cc1)c1ccc(F)cc1 (stereo not given)
→ -3 | -3 | -2 | -22 | 1 | 4 | 7 | 2 | 0 | -1.2
[36] CCOc1ccc(-c2nc(CSc3nnc(C)s3)cs2)cc1OC
→ -6 | -14 | -3 | -18 | -11 | 2 | -1 | 4 | -1 | -0.7
[37] Cn1c(NN)nc2ccccc2c1=O
→ -2 | -1 | -2 | 1 | 1 | -2 | -1 | 1 | 0 | -1.1
[38] Cc1ccc(-c2nc(SC(C)C(=O)N3CCCC3)n[nH]2)cc1 (stereo not given)
→ 0 | 6 | 1 | 5 | 0 | 3 | -4 | -4 | 0 | -0.7
[39] COc1ccc(Nc2nc(-c3ccccc3O)nc3ccccc23)cc1
→ 14 | 14 | 0 | -5 | -4 | -4 | -1 | -2 | -33 | 0.4
[40] CCc1nc2ccc(C(=O)NCc3cccs3)cn2c1N(CCC(C)C)CCN(C)C
→ 4 | -1 | 14* | 2 | 4 | -3 | 0 | -3 | · | 0.2

Source: PubChem BioAssay
